High-throughput results: PubChem, several laboratories
TRPC4 PAM: positive allosteric modulators of TRPC4, primary screen, cell-based, mouse TRPC4beta, HEK293 mu-opioid, Fluo-4 calcium; DAMGO EC20, Fluo-4 Ca2+ flux; active compounds read high; actives 0.42% (n = 310,000); Short transient receptor potential channel 4 (Mus musculus), Q9QUQ5; B-score at 10 µM;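 active = B-score of calcium response area above 5 SD of library B-scores, with initial fluorescence ratio within 5 SD of library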;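 note: B-score of integrated fluorescence ratio over time as area under calcium response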
Target sequence (Q9QUQ5 whole entry, looked up): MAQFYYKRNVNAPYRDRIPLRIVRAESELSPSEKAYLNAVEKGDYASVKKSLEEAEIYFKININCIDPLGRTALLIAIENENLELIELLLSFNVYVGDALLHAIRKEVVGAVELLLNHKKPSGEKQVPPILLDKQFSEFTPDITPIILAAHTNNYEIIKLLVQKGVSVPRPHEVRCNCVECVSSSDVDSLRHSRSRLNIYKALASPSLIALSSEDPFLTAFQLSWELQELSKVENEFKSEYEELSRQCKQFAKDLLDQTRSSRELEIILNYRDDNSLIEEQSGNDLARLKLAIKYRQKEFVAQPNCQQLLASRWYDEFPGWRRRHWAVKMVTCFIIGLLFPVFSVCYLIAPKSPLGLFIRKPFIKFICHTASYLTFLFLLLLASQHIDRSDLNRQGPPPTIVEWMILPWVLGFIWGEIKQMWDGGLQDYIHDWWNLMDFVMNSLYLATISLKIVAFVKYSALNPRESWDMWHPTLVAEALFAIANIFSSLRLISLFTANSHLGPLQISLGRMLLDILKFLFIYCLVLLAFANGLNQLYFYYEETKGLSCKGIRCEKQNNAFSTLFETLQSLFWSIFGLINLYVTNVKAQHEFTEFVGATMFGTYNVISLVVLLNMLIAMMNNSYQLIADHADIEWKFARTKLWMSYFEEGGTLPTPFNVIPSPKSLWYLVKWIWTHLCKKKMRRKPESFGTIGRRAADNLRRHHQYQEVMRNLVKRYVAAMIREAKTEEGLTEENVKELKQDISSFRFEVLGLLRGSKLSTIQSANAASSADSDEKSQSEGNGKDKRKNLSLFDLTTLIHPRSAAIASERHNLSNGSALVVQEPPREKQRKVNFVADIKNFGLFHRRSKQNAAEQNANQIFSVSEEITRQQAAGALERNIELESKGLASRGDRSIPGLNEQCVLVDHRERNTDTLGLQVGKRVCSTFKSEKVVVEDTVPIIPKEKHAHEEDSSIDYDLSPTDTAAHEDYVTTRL
TRPC4 act: activators of mouse TRPC4 channel, primary screen, Fluo4 calcium, HEK293 TRPC4beta/mu-opioid cells | Short transient receptor potential channel 4 (Mus musculus), Q9QUQ5 | Fluo4 calcium fluorescence; active compounds read high | B-score at 10 µM | actives 0.49% (n = 310,000) | AID 2237, 2010;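 active = B-score above 5 SD of library B-scores, and initial fluorescence ratio not above library mean plus 5 SD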;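 note: positive B-score marks a calcium rise read as TRPC4 activation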
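Incubation: 45 min room-temperature Fluo4 loading, 110 s read / System: HEK293 cells stably co-expressing mouse TRPC4beta and mu-opioid receptor / Signal: Fluo4 fluorescence, kinetic / Control set: buffer (low) and maximal DAMGO (high) / Measure: integrated baseline-normalised fluorescence ratio, converted to per-well B score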
SKKanGAS inh: S. pyogenes SKKanGAS growth inhibitors in kanamycin, primary screen, streptokinase expression inhibitor project, SKKanGAS strain, BacTiter-Glo luminescence | actives 1.3% (n = 300,000) | inhibition, % at 7.5 µM | AID 1662, 2009 | 6 h;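 active = mean replicate score, as percent of positive control median, at least 50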;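 note: strain carries kanamycin resistance gene driven by streptokinase promoter and grows in 40 µg/ml kanamycin; loss of luminescence reflects streptokinase promoter inhibition or plain growth inhibition; 0% = median of DMSO wells and 100% = positive control at its reference dose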
MrgX1 antag: antagonists of human MrgX1 receptor, primary screen, HEK293 cells, Fluo-4 calcium flux. BAM8-22 antagonism; active compounds read low. Mas-related G-protein coupled receptor member X1 (Homo sapiens), Q96LB2. B-score at 10 µM. actives 1.3% (n = 310,000). AID 588676, 2011;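 active = calcium-response B-score plate-corrected more than 3 library SD below zero, starting fluorescence within 5 deviations, no agonist response on first addition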;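 note: peak minus trough fluorescence over baseline after final BAM8-22 challenge near maximal dose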
TRPC4 block: inhibitors of mouse TRPC4 channel, primary screen, Fluo4 calcium, HEK293 TRPC4beta/mu-opioid cells; DAMGO-evoked Fluo4 calcium flux; active compounds read low; B-score at 10 µM; actives 0.39% (n = 300,000);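 active = B-score over 3 SD under the library average, no early fluorescence shift, positive overall ratio signal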
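Test system – stable TRPC4beta/mu-opioid receptor HEK293 cells · Probe or stimulus – DAMGO, a submaximal dose followed by a maximal one · Dosing – one concentration per compound · Signal – Fluo4 calcium fluorescence by kinetic imaging, 5 s 1 Hz baseline · Evaluation – per-well B score of integrated baseline-normalized Fluo4 ratio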
TMEM16A inh: TMEM16A chloride channel inhibitors, primary screen, cell-based, HTS | HEK293 TMEM16A/YFP iodide influx fluorescence, ionomycin | actives 1.2% (n = 310,000) | Anoctamin-1 (Mus musculus), Q8BHY3 | AID 588511, 2011 | normalized B-score (activity score, 25-100; higher = stronger inhibition) at 10 µM;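 active = ratio plate-corrected score three or more library SD toward inhibition, starting fluorescence score within five deviations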;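 note: score derived from kinetic fluorescence span divided by baseline fluorescence per well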
TRPC6 act: mouse TRPC6 channel activators, primary screen, cell-based, HEK293, membrane potential dye; Short transient receptor potential channel 6 (Mus musculus), Q61143; HEK293-TRPC6 membrane potential dye fluorescence; active compounds read high; B-score at 10 µM; actives 0.13% (n = 310,000);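 active = B-score of the integrated fluorescence ratio above library mean plus 3 SD, and starting fluorescence ratio within library mean plus 5 SD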;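 note: higher score means more depolarization so channel activation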
MrgX1 ag: agonists of human MrgX1 receptor, primary screen, HEK293 cells, Fluo-4 calcium flux; Mas-related G-protein coupled receptor member X1 (Homo sapiens), Q96LB2; Fluo-4 calcium fluorescence, agonist mode; active compounds read high; B-score at 10 µM; actives 0.44% (n = 310,000); AID 588627, 2011;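 active = calcium response B-score plate-corrected fluorescence ratio at least 3 library SD, with starting fluorescence B-score inside 5 SD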
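Test system: HEK293 cells stably expressing human MrgX1 receptor; Input: fifteen thousand cells per well; Dosing: compound delivered in addition one of three; Schedule: overnight seeding, then 1 h dark dye loading; Technique: Fluo-4 NW calcium fluorescence; Measure: B-scored fluorescence response ratio; Controls: positive and negative controls per plate.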
TRPC6 inh: mouse TRPC6 channel inhibitors, primary screen, cell-based, HEK293, membrane potential dye | actives 1.1% (n = 310,000) | B-score at 10 µM | ACh-evoked depolarization; active compounds read low;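 active = B-score under library mean minus 3 SD, initial fluorescence not abnormally high, positive integrated signal ratio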;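 note: B-score derived from integrated fluorescence ratio over the kinetic read; more negative B-score means stronger inhibition of depolarization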
MrgX1 allo act: positive allosteric modulators of MrgX1, primary screen, HEK293 cells, Fluo-4 calcium flux. Mas-related G-protein coupled receptor member X1 (Homo sapiens), Q96LB2. FDSS; active compounds read high. B-score at 10 µM. actives 0.63% (n = 310,000). AID 588675, 2011;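 active = plate-corrected calcium response at least 3 library SD above typical, normal starting fluorescence, not activating the receptor alone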;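 note: compound read alongside a low EC10 to EC30 dose of BAM8-22 agonist; peak minus trough fluorescence over baseline measured at the second addition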
ANO1 activ: TMEM16A chloride channel activators or potentiators, primary screen, cell-based, HTS. Anoctamin-1 (Mus musculus), Q8BHY3. HEK293 TMEM16A/YFP-H148Q/I152L, iodide quench fluorescence; active compounds read low. B-score at 10 µM. actives 0.3% (n = 340,000). AID 623877, 2012;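 active = fluorescence-ratio B-score plate-corrected deviation score at least 3 library SD below zero, with starting fluorescence score within 5 deviations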;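 note: channel opened by trigger with iodide after compound preincubation; score built on the fluorescence ratio of max minus min over baseline; more negative score means more quench and so TMEM16A activation or potentiation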
Starred values were filed as active, the others as inactive; i = inactive; · = not tested or not shown.

SMILES	TRPC4 PAM	TRPC4 act	SKKanGAS inh	MrgX1 antag	TRPC4 block	TMEM16A inh	TRPC6 act	MrgX1 ag	TRPC6 inh	MrgX1 allo act	ANO1 activ
CCC(=O)O/N=C(\N)c1ccc(Oc2cc(C)c(Cl)c(C)c2)c([N+](=O)[O-])c1	i	i	-2	i	i	i	i	i	i	i	i
Cc1ccc2[nH]c3c(=O)n(CC(=O)Nc4ccccc4N4CCN(C)CC4)ncc3c2c1	i	i	-1	i	i	i	i	i	i	i	i
Cc1ccc(C)c(NC(=O)Cc2coc3cc4c(cc23)CCC4)c1	i	i	5	i	i	i	i	i	i	i	i
CCOC(=O)c1ccccc1NC(=O)c1c(F)c(F)c(F)c(F)c1F	i	i	-4	i	i	i	i	i	-6.2*	i	i
Cc1ccc(S(=O)(=O)NC2=NCN(CC(=O)O)CN2)cc1	i	i	-5	i	i	i	i	i	i	i	i
FC(F)(F)COc1cc(-c2nnc(SCc3ccccc3)n2Cc2ccco2)cc(OCC(F)(F)F)n1	i	i	12	i	i	i	i	i	i	i	i
O=C(CSc1ncccc1C(=O)O)NC1CCCCC1	i	i	0	i	i	i	i	i	i	i	i
COc1cc(NC(=O)C23CC4CC(C2)CC(n2cnc([N+](=O)[O-])n2)(C4)C3)cc(OC)c1	i	i	-1	i	i	i	i	i	i	i	i
Cc1c(-c2ccccc2)sc(Br)c1C(=O)N1CCOCC1	i	i	4	i	i	i	i	i	i	i	i
O=C(OC1CCOC1=O)c1cncc(Br)c1 (configuration not stated)	i	i	-2	i	i	i	i	i	i	i	i
CC12CCC(C(=O)N3CCN(c4ccccc4)CC3)(CC1=O)C2(C)C (configuration not stated)	i	i	-1	i	i	i	i	i	i	i	·
Cc1ccc(/C=N/NC(=O)c2nnn(-c3nonc3N)c2CSc2ccccc2)cc1	i	i	1	i	i	i	i	i	i	i	i
CC(C)NC(=O)c1sc2c(c1C(=O)Nc1cccnc1)CCCC2	i	i	-4	i	i	i	i	i	i	i	i
CC(=O)N1CCN(c2ccccc2NC(=O)c2cc(Br)ccc2Cl)CC1	i	i	-3	i	i	i	i	i	i	i	i
CN(Cc1cccs1)C(=O)c1ccc(S(=O)(=O)N2CCCCC2)cc1	i	i	-8	i	i	i	i	i	i	i	i
O=C(NCCc1ccccc1)c1ccc(OCCOc2ccccc2)cc1	i	i	-4	i	i	i	i	i	i	i	i
O=C1N(Cc2ccc3c(c2)OCO3)c2ccccc2C1(O)c1c[nH]c2ccccc12 (configuration not stated)	i	i	16	i	i	i	i	i	i	i	i
O=C(Nc1ccc(Cl)cc1)N(CCCN1CCOCC1)Cc1cccs1	i	i	-2	i	i	i	i	i	i	i	i
CCN(Cc1cc(=O)n2cc(Cl)c(C)c(Cl)c2n1)Cc1nc2ccccc2c(=O)[nH]1	i	i	1	i	i	i	i	i	i	i	i
O=C(CCc1nc(-c2ccccc2F)no1)NCc1ccco1	i	i	-3	i	i	i	i	i	i	i	i
CN(CC(N)=O)S(=O)(=O)c1ccc(F)cc1	i	i	2	i	i	i	i	i	i	i	i
CC(=O)c1ccc(N2CCN(C(=O)CCCn3c(=O)[nH]c4ccccc4c3=O)CC2)cc1	i	i	5	i	i	i	i	i	i	i	i
Cc1ccc(C(=O)CNc2cccc([N+](=O)[O-])c2)cc1	i	i	-1	i	i	i	i	i	i	i	i
O=[N+]([O-])c1ccc2c(c1)[nH]c(=S)n2-c1ccccc1	i	i	16	i	i	i	i	i	i	i	i
CC(=O)N1CCc2cc(S(=O)(=O)CCC(=O)NCc3ccc4c(c3)OCO4)ccc21	i	i	12	i	i	i	i	i	i	i	i
Cc1ccc(S(=O)(=O)N2CCC3(CC2)OCCO3)cc1	i	i	1	i	i	i	i	i	i	i	i
COc1ccc(-c2nc(SCC(=O)Nc3cc(C)on3)n[nH]2)cc1	i	i	11	i	i	i	i	i	i	i	i
CCS(=O)(=O)N1CCCC(c2nc(-c3cccc(OC)c3)no2)C1 (configuration not stated)	i	i	-4	i	i	i	i	i	i	i	i
Cc1ccc(C2CC(=O)Nc3sc(C(N)=O)c(N)c32)cc1 (configuration not stated)	i	i	-2	i	i	i	i	i	i	i	i
CCOc1ccc2c(C)nc(NC3=NC(C)(C)C=C(C)N3)nc2c1	i	i	-1	i	-9*	i	i	i	-5.1*	i	i
Cc1ccccc1-c1ccc(Nc2ccc(N3CCOCC3)cc2)nn1	i	i	10	i	i	i	i	i	i	i	i
CCCNc1nc2c(c(=O)[nH]c(=O)n2C)n1Cc1cccc(Br)c1	i	i	-1	i	i	i	i	i	i	i	-5.8*
Cc1ccc(NC2=C/C(=N/S(=O)(=O)c3cccs3)c3ccccc3C2=O)cc1	i	i	89*	i	i	i	i	i	i	i	i
Cc1cccc(C(=O)Oc2ccccc2C2C[C@]3(C)CC(=O)NC3N2C(=O)c2cccc(C)c2)c1 (some centres not stated)	i	i	-3	i	i	i	i	i	i	i	i
COc1cc(-c2nc(C)c(C(C)=O)n2O)ccc1OCC(=O)Nc1ccc(Cl)cc1	i	i	-11	i	i	i	i	i	i	i	i
CCOC(=O)CSc1nnc(Cn2nnc(-c3ccccc3)n2)n1C	i	i	-8	i	i	i	i	i	i	i	i
COc1ccccc1S(=O)(=O)Cc1ccc(C(=O)N2CCN(c3ccccn3)CC2)o1	·	·	·	i	·	i	·	i	·	i	i
CCn1ccnc1CN1CCCC(CO)(Cc2cccc(OC)c2)C1 (configuration not stated)	i	i	-7	i	i	i	i	i	i	i	i
COc1ccc(CN2CCN(CCc3ccccc3)C(CCO)C2)c(Cl)c1OC (configuration not stated)	i	i	-2	i	i	i	i	i	i	i	i
Cc1nonc1OCC(C)(COc1nonc1C)NC(=O)c1ccccc1	i	i	1	i	i	i	i	i	i	i	i
CCN(CC)CCCn1c(SCC(=O)Nc2cccc(F)c2)nnc1-c1ccoc1C	i	i	-11	i	i	i	i	i	i	i	i
O=C(/C=C/C(=O)NCc1cccs1)NCc1cccs1	i	i	-2	i	i	i	i	i	i	i	i
CCN(CC)S(=O)(=O)c1ccc(C(=O)NCCc2ccccn2)cc1	i	i	7	i	i	i	i	i	i	i	i
c1ccc(Cn2c[n+](Cc3ccccc3)c3ccccc32)cc1	i	i	-13	i	i	i	i	i	i	i	i
CC1CCCCC12NC(=S)N(c1ccccc1)N2 (configuration not stated)	i	i	-1	i	i	i	i	i	i	i	i
Cc1ccc(C)c(N(CC(=O)NC2CCCC2)C(=O)c2cc3cc4cc(C)ccc4nc3s2)c1	i	i	11	i	i	i	i	i	i	i	i
Cc1ccc(C)c(NCC(=O)NNC(=S)Nc2ccccc2)c1	i	i	-6	i	i	i	i	i	i	i	i
Cc1ccc(-c2nnn(CC(=O)O)n2)cc1	i	i	1	i	i	i	i	i	i	i	i
CCCCN1C(=S)NC[C@@H]1Cc1cccc2ccccc12	i	i	1	i	i	i	i	i	i	i	i
CNC(=S)N(CCc1c(C)[nH]c2ccc(F)cc12)Cc1cccnc1	i	i	11	i	i	i	i	i	i	i	i
CSc1ccccc1NC(=O)CN(C)CC(=O)Nc1ccccc1F	i	i	0	i	i	i	i	i	i	i	i
Cn1c(=O)c2c(nc(CN3CCCCC3)n2CCCc2ccccc2)n(C)c1=O	i	i	7	i	i	i	i	i	i	i	i
O=C(Nc1nnc(-c2cccs2)s1)C1CC1	i	i	-3	i	i	i	i	i	i	i	i
Cc1cc(Cl)c2ccc(Cl)cc2n1	i	i	-4	i	i	i	i	i	i	i	i
O=C(OCCCOc1ccc(F)cc1)c1ccc(O)cc1O	i	i	25	i	i	i	i	i	i	i	i
O=C(NCCCN1CCN(c2ccccc2)CC1)C1CCCN(c2ncnc3c2nc2n3CCCCC2)C1 (configuration not stated)	i	i	-4	i	i	i	i	i	i	i	i
O=c1c2cc(Cl)ccc2[nH]c(=S)n1Cc1ccco1	i	i	3	i	i	i	i	i	i	i	i
Nc1c(C(=O)Nc2ccc(Cl)cc2)oc2ccccc12	i	i	-10	i	i	i	i	i	i	i	i
CC(=O)Nc1ccc2[nH]c3ccccc3c2c1	i	i	-12	i	i	i	i	i	i	i	i
Cc1nonc1OCC(C)(COc1nonc1C)NC(=O)c1ccc(Cl)cc1	i	i	-1	i	i	i	i	i	i	i	i
More compounds follow.
SMILES	TRPC4 PAM	TRPC4 act	SKKanGAS inh	MrgX1 antag	TRPC4 block	TMEM16A inh	TRPC6 act	MrgX1 ag	TRPC6 inh	MrgX1 allo act	ANO1 activ
O=C(COC(=O)c1cncc(Br)c1)NC1CCCCCC1	i	i	6	i	i	i	i	i	i	i	i
CC(C)CN(C(=O)CSc1nncn1-c1ccccc1)c1c(N)n(CC(C)C)c(=O)[nH]c1=O	i	i	-4	i	i	i	i	i	i	i	i
CCCC(=O)NNc1cc(=O)c2c(=O)n(C)c(=O)n(C)c2[nH]1	i	i	4	i	i	i	i	i	i	i	i
N#Cc1cccnc1N1CCN(C(=O)c2cccs2)CC1	i	i	3	i	i	i	i	i	i	i	i
Cc1noc(C)c1C(=O)NC1=NCCS1	i	i	-11	i	i	i	i	i	i	i	i
